FAS-TE inh: FAS thioesterase domain inhibitors, primary screen, biochemical, fluorescence intensity, uHTS; Fatty acid synthase (Homo sapiens), P49327; recombinant FAS-TE, OMFH fluorogenic substrate, fluorescence endpoint; inhibition, % at 15 µM; 360,000 tested, 0.67% active;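 active = compounds whose normalised, plate-corrected inhibition of enzyme fluorescence in the single-dose primary screen is 50% or more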;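 note: 0% = DMSO with enzyme and 100% = substrate without enzyme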
MT1-MMP act inh: blockers of MT1-MMP proenzyme processing, primary screen, HT1080 RFP-PRO-GFP cells, GFP/RFP fluorescence; AID 651647, 2012; 360,000 tested, 0.061% active; GFP/RFP ratio change, % at 20 µM; Matrix metalloproteinase-14 (Homo sapiens), P50281; GFP/RFP ratio fluorescence, overnight; percent of plate control window, DMSO zero;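 active = GFP/RFP ratio change of at least 30% with cell ATP level not reduced by more than half and red fluorescence within 50% of control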; note: strong numbers were not always called active
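Compound: 20 µM single dose, 1% DMSO / System: HT1080 RFP-PRO-GFP cells / Controls: DMSO and RFP-L50D-GFP cell wells / Read-out basis: GFP/RFP fluorescence ratio / Schedule: overnight compound exposure at 37 °C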
MsrA act: bovine MsrA enzyme activators, primary screen, biochemical, absorbance, HTS. Methionine sulfoxide reductase A (Bos taurus). purified bovine MsrA, absorbance read-out. activation, % at 10.6 µM. 360,000 tested, 0.3% active. AID 602163, 2012; in the data active = activation above about 7.5%;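 note: 0% = vehicle and 100% = reference activator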
Rin1 Abl inh: inhibitors of Rin1-Abl protein binding, primary screen, biochemical, TR-FRET; Tyrosine-protein kinase ABL1 (Homo sapiens) + Ras and Rab interactor 1 (Homo sapiens), …; 360,000 tested, 0.4% active; AID 588664, 2011; inhibition, % at 7.35 µM; in the data active = inhibition above about 5%, passing the limit was not always enough
MLLE-PAM2 inh: inhibitors of PABP1 MLLE–PAM2 peptide binding, primary screen, biochemical, fluorescence polarization, FITC-PAM2, GST-MLLE; 360,000 tested, 0.36% active; inhibition, % at 20 µM; Polyadenylate-binding protein 1 (Homo sapiens), P11940; in the data active = inhibition above about 35%, passing the limit was not always enough;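 note: plate controls were DMSO wells with GST-MLLE for no effect and wells lacking GST-MLLE protein for full effect; some results filed as inactive read as strong as hits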
NRP1-CendR mod: modulators of CendR peptide binding to NRP-1, primary screen, biochemical, fluorescence polarization, uHTS; FAM-RPARPAR peptide binding to NRP-1; AID 602438, 2012; 360,000 tested, 0.85% active; inhibition, % at 25 µM;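 active = inhibition or corrected inhibition above about 18%, plus a signal ratio from 0.5 to 1.5, limit read from the data, passing the limit was not always enough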; note: strong numbers were not always called active
SKN-1 block: suppressors of acrylamide-induced Pgst-4::GFP reporter in worms, primary screen, SKN-1 inhibitor project, whole organism, uHTS, GFP/RFP fluorescence ratio, strain VP596; C. elegans VP596 Pgst-4::GFP/RFP ratio, 24 h; inhibition, % at 21.8 µM; 360,000 tested, 0.49% active; AID 624304, 2012;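 active = interference check ratio from 0.5 to 1.5 plus GFP to RFP signal ratio inhibition reaching or exceeding a fixed threshold, cut at about 30% in these data, passing the limit was not always enough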; note: some compounds called inactive have numbers as strong as hits
Neddyl block: inhibitors of cullin neddylation, primary screen, biochemical, TR-FRET, uHTS, NAE and Ubc12 | NEDD8-conjugating enzyme Ubc12 (Homo sapiens) + NEDD8-activating enzyme E1 regulatory … | calls only at 25 µM | 360,000 tested, 0.58% active; in the data active = inhibition above about 36%
eLon inh: inhibitors of E. coli Lon protease, primary screen, biochemical, fluorescence polarization | P0A9M0 | purified E. coli Lon protease | inhibition, % at 7.94 µM | 360,000 tested, 0.42% active | AID 602123, 2011; in the data active = inhibition above about 13%, passing the limit was not always enough;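 note: 0% = enzyme with probe and DMSO and 100% = no enzyme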
An asterisk follows results filed as active; i = inactive; . = no result given. This is a subset; the hit share may differ from the screen's.

entry	SMILES	MsrA act	Rin1 Abl inh	SKN-1 block	eLon inh	Neddyl block	FAS-TE inh	NRP1-CendR mod	MT1-MMP act inh	MLLE-PAM2 inh
1	CC12CCCCC1=[N+]([O-])CN2O (stereo not given)	-2	1	-26	-6	i	-8	-1	6	-8
2	O=C1NC(=O)N(Cc2ccco2)C(=O)/C1=C/c1cccn1CCOc1ccccc1Cl	-5	4	-22	-120	i	-5	-21	-17	-29
3	Nc1c(C(=O)OC2CCCCC2)c2nc3ccccc3nc2n1CC1CCCO1 (stereo not given)	-4	-6	-4	0	.	16	7	-35	7
4	CC(O)(CS(=O)(=O)c1ccccc1)C(=O)Nc1cccc(C(F)(F)F)c1 (stereo not given)	0	-1	-4	4	i	-6	-2	4	-26
5	CCC(CC)C1C(C#N)=C(N)Oc2c1c(=O)oc1ccccc21 (stereo not given)	0	-4	-1	-9	i	-10	17	0	6
6	N#Cc1ccccc1Cn1cc(C(=O)c2ccco2)c2ccccc21	-12	1	-14	-6	i	17	-7	4	-8
7	CCOC(=O)C1(CCc2ccccc2)CCN(CC(O)CO)CC1 (stereo not given)	-1	5	23	-3	i	-5	-8	-3	-16
8	CCC1(c2ccc(C)cc2)C(=O)NC(=S)NC1=O	-3	4	7	1	i	5	0	-1	26
9	COc1ccc(C(=O)NC(=S)N2C[C@H]3C[C@H](C2)c2cccc(=O)n2C3)cc1OC	-2	2	-8	-8	i	-3	2	-1	27
10	COC(=O)C(c1ccccc1)N1CCCCCC1 (stereo not given)	-5	0	3	1	i	1	5	-5	2
11	COC(=O)C1=C(c2ccc(F)cc2F)C[C@@H]2CC[C@H]1N2C(=O)NC(C)C	-3	2	-25	-10	i	-19	20	-1	7
12	CSc1ccc(CNC2CN3CCC2CC3)cc1 (stereo not given)	0	2	-1	-5	i	-7	-4	-4	0
13	CC(C)(C)n1cccc1/C=C1\C(=O)NC(=O)N(c2ccccc2)C1=O	0	2	4	-19	i	-13	-10	1	-3
14	CCN(CC)C(=O)c1ccc(NC(=O)Cn2nc(C)c3ccccc3c2=O)cc1	-3	-1	-17	-8	i	-10	-4	8	-6
15	COc1cc(C(=O)OC2C[C@H]3CC[C@@H](C2)N3)ccc1O (stereo not given in full)	0	-1	26	-6	i	-3	5	-6	-4
16	CC1CN(CC(=O)c2ccccc2Cl)CC(C)O1 (stereo not given)	-2	0	-12	-4	i	-4	0	0	-5
17	N#CC1c2ccccc2-n2nncc2CN1S(=O)(=O)c1cc(Cl)cc(Cl)c1 (stereo not given)	-2	10	-11	-5	i	-7	4	1	2
18	Cc1ccc(S(=O)(=O)N2CCCC(C(=O)N3CCC4(CC3)OCCO4)C2)cc1 (stereo not given)	-1	2	11	-5	i	-4	10	1	-1
19	CNC(=O)N(C)c1nnc(C(C)(C)C)s1	-2	-5	11	0	i	-8	-5	0	9
20	N#Cc1ncc(N=Cc2ccc(N(CCCl)CCCl)cc2)s1	-8	1	10	-7	i	-8	-32	6	-16
21	CCCCOC(=O)COc1cc(C)cc2oc(=O)c3c(c12)CCC3	4	3	1	0	i	7	5	-10	-3
22	Cc1ccc(C)c(NC2=NCCCS2)c1	-5	-2	16	-5	i	-2	-2	-1	-15
23	COC(=O)C1=C(c2ccc(Cl)c(C(F)(F)F)c2)C[C@@H]2CC[C@H]1N2C(=O)NCc1ccco1	-4	3	9	-18	i	15	-6	3	13
24	CCN(CC)S(=O)(=O)N1CCC(C(=O)N2CCC3(CC2)OCCO3)CC1	-4	4	-4	-4	i	-6	3	-1	3
25	CCOC(=O)[C@@]1(C#N)[C@@H]2C=CC(C(N)=O)=CN2[C@@H](C(N)=O)[C@@H]1c1cccc(Cl)c1	0	0	28	-2	i	38	-14	-11	16
26	O=C(CN1CCOCC1)c1ccc2cc[nH]c2c1	1	3	-3	-2	.	-7	2	2	1
27	COc1cc(CN=Cc2c(O)n(C(C)(C)C)c(=O)[nH]c2=O)cc(OC)c1	-2	1	11	-11	i	-1	-6	-5	-4
28	CCC(=Nc1ccc(OC)cc1OC)c1c(O)n(C2CCCCC2)c(=O)[nH]c1=O	-1	-1	21	0	i	32	-16	-9	-2
29	COC(=O)Cn1cc(/C=C2\C(=O)NC(=O)N(c3ccccc3)C2=O)c2ccccc21	-2	-1	57	-30	i	-3	-37	-24	-37
30	C/C(=N\NC(=O)c1ccccc1Cl)c1c(O)n(C2CCCCC2)c(=O)[nH]c1=O	-6	-2	10	-20	i	4	7	1	-20
31	CC1(C)CC(n2[nH]c(=O)c3c2NC(=O)CSC3c2ccc(F)cc2)CCO1 (stereo not given)	-5	3	-3	-11	i	-5	-17	2	6
32	CP(=O)(O)CN1CCCCC1	-14	1	4	4	i	-15	7	3	3
33	O=C1NC(=O)N(Cc2ccccc2)C(=O)/C1=C/c1cnc(-c2ccccc2)nc1	-6	0	3	-26	i	-1	3	-12	24
34	O=C(c1cccc(C(F)(F)F)c1)C1CCCN(Cc2ccccc2O)C1 (stereo not given)	-4	3	-6	4	i	-4	6	3	11
35	O=C(CN1CC=C(c2ccccc2)CC1)NC(=O)NCc1ccco1	2	0	-7	-2	i	2	0	2	-19
36	Clc1ccc(CN2CCNCC2)cc1	-5	2	3	0	i	-4	-2	-2	13
37	COc1cc(C)cc(CN2CC=C(c3ccccc3)CC2)c1O	-3	-1	-9	4	i	-1	4	-2	-17
38	CC12CC[C@H]3[C@@H](CCC4(O)C[C@H](O)CCC34/C=N/NC(=O)c3ccc(O)cc3)C1(O)CCC2C1=CC(=O)OC1 (stereo not given in full)	-4	-4	7	2	i	-4	-4	-1	0
39	CCn1c(=O)cc(OCC(=O)N2CCN(Cc3ccc4c(c3)OCO4)CC2)c2ccccc21	-2	5	-14	-3	i	6	6	1	7
40	O=c1cccc2n1CC1CC2CN(S(=O)(=O)c2ccccc2)C1 (stereo not given)	-2	1	4	-1	i	-5	3	7	1
41	NC1CCCCC1N=Cc1c(O)n(Cc2ccc(F)cc2)c(=O)[nH]c1=O (stereo not given)	4	-2	5	1	i	-6	8	-1	2
42	CC12CCC3C(CCCC4CC(=O)CCC43C)C1CCC2O (stereo not given)	-2	2	11	-12	i	-4	0	3	-2
43	O=P(NCc1ccccc1)(Oc1ccccc1)Oc1ccccc1	-12	3	3	6	i	7	0	3	6
44	COc1ccc(CNC(=O)/C=C/c2ccc3[nH]cc(CCN(C)C)c3c2)cc1	-5	-4	0	-7	i	-8	-6	2	10
45	C/C(=N\N1CCCCC1c1cccnc1)c1c(O)n(C2CCCCC2)c(=S)[nH]c1=O (stereo not given)	-2	0	13	-103	i	70*	-102	-28	-92
46	Brc1ccc(CN2CCNCC2)s1	-2	6	-5	-8	i	-2	0	-3	2
47	NC(=O)Cn1cc(C=C2C(=O)NC(=O)NC2=O)c2ccccc21	-3	4	8	5	i	-3	5	-3	74
48	COc1ccc(-c2cc(-c3ccccc3)[n+](C)c(-c3ccccc3)c2)cc1	-4	-1	7	-1	.	-6	4	-21	2
49	COc1ccc(/C=N\N=C(N)N)cc1	-1	-2	2	-1	i	-5	0	-2	-17
50	COC(=O)CCCNC(=O)CN1CC(c2ccccc2)CC1=O (stereo not given)	-1	2	-2	-3	i	-5	6	-3	-1
51	c1cncc(C2Nc3cccc4cccc(c34)N2)c1	-1	-3	16	11	i	-2	19	-3	18
52	CC12CC(=O)C3C(CCC4CC=CCC43C)C1CCC2=O (stereo not given)	1	0	-8	1	i	8	8	0	-3
53	c1ccc(P(c2ccccc2)c2ccccn2)cc1	-4	2	8	6	i	3	-1	0	39*
54	CCOC(=O)C(C)(CC)NC(=O)CSP(=S)(OCC)OCC (stereo not given)	-3	2	7	-2	i	-5	-1	-1	29
55	OCCCCO	-8	1	-4	6	i	-3	-8	-2	-8
56	CC(C)n1c(=O)c(C=Nc2ccc(Br)cc2)c(O)n(Cc2ccco2)c1=O	-3	-1	15	-33	i	36	-24	-17	-33

Among those listed so far, these have a cyano group:
entry	SMILES	MsrA act	Rin1 Abl inh	SKN-1 block	eLon inh	Neddyl block	FAS-TE inh	NRP1-CendR mod	MT1-MMP act inh	MLLE-PAM2 inh
5	CCC(CC)C1C(C#N)=C(N)Oc2c1c(=O)oc1ccccc21 (stereo not given)	0	-4	-1	-9	i	-10	17	0	6
6	N#Cc1ccccc1Cn1cc(C(=O)c2ccco2)c2ccccc21	-12	1	-14	-6	i	17	-7	4	-8
17	N#CC1c2ccccc2-n2nncc2CN1S(=O)(=O)c1cc(Cl)cc(Cl)c1 (stereo not given)	-2	10	-11	-5	i	-7	4	1	2
20	N#Cc1ncc(N=Cc2ccc(N(CCCl)CCCl)cc2)s1	-8	1	10	-7	i	-8	-32	6	-16
25	CCOC(=O)[C@@]1(C#N)[C@@H]2C=CC(C(N)=O)=CN2[C@@H](C(N)=O)[C@@H]1c1cccc(Cl)c1	0	0	28	-2	i	38	-14	-11	16

Reformatted with two lines to a compound: entries from further up
Every second line gives: MsrA act	Rin1 Abl inh	SKN-1 block	eLon inh	Neddyl block	FAS-TE inh	NRP1-CendR mod	MT1-MMP act inh	MLLE-PAM2 inh
55) OCCCCO
 : -8	1	-4	6	i	-3	-8	-2	-8
56) CC(C)n1c(=O)c(C=Nc2ccc(Br)cc2)c(O)n(Cc2ccco2)c1=O
 : -3	-1	15	-33	i	36	-24	-17	-33

Next section.
entry	SMILES	MsrA act	Rin1 Abl inh	SKN-1 block	eLon inh	Neddyl block	FAS-TE inh	NRP1-CendR mod	MT1-MMP act inh	MLLE-PAM2 inh
57	COC(=O)C1=C(c2ccc(OCc3ccccc3)c(F)c2)C[C@@H]2CC[C@H]1N2C	1	-2	24	2	i	-6	1	5	8
58	COc1cc2c(cc1OC)C1C(=O)c3ccc4c(c3OC1CO2)CC(C(C)C)O4 (stereo not given)	-13	3	-33	-3	i	13	-1	3	12
59	CC1CCN(CC(=O)c2ccc3c(c2)OCCO3)CC1	-5	3	7	-14	i	-3	-4	-1	-5
60	CC1CCOC(=O)C=CC=CC(=O)OC2CC3OC4C5OC5(C)C(O)CC4(COC(=O)C1O)C2(C)C31CO1 (stereo not given)	5	2	25	-10	i	-8	-1	-40	20
61	N#CCC(=O)NN1Cc2ccccc2C1=N	-3	-3	-4	-5	i	-4	-3	2	7
62	CC(C)=CCSc1nnc([C@@H](N)Cc2c[nH]c3ccccc23)o1	-5	-2	-6	-5	i	-2	0	0	-107
63	CCOC(=O)[C@]12Cc3cc(OC)ccc3[C@H]1N(Cc1ccccc1)C(=O)c1ccccc12	-1	3	8	10	i	27	-6	-6	7
64	Cn1c(O)c(C=Nc2ccc(Br)cc2)c(=O)n(C)c1=O	-1	6	-3	-6	i	0	18	-1	0
65	CC(C)(C)N(NC(=O)c1ccccc1)C(=O)c1ccccc1	-5	4	9	-7	i	-5	7	1	0
66	CNC(=S)N1CCN(CCN=Cc2c(O)n(-c3ccc(C)cc3)c(=S)[nH]c2=O)CC1	-6	1	-10	-11	i	-3	1	-2	-30
67	COc1ccc2nc(/N=C/c3c(O)n(-c4cccc(Cl)c4)c(=O)[nH]c3=O)sc2c1	-4	5	27	-77	i	-9	-16	-48	-85
68	COc1ccc(-n2nnnc2C(c2ccccc2OC(F)(F)F)N2CCC3(CC2)C(=O)NCN3c2ccccc2)cc1 (stereo not given)	0	5	-9	3	i	60*	15	-2	12
69	COc1ccccc1N1CCN(Cc2ccccc2)CC1	-2	0	2	-12	i	-2	3	0	-2
